Source: PubChem BioAssay
ROC1-CUL1 inh: inhibitors of human ROC1-CUL1 ubiquitin ligase activity. E3 ubiquitin-protein ligase RBX1 (Homo sapiens) + Cullin-1 (Homo sapiens), P62877+Q13616. in vitro K48 di-Ub FRET, acceptor:donor ratio, 45 min. inhibition, % at 10 µM. actives 0.6% (n = 140,000). AID 1347404, 2020; in the data active = inhibition above about 25%
Target sequence (P62877 whole entry, looked up): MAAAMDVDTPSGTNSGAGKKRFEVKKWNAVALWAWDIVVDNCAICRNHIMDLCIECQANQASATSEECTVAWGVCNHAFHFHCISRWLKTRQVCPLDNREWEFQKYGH
Target sequence (Q13616 whole entry, looked up): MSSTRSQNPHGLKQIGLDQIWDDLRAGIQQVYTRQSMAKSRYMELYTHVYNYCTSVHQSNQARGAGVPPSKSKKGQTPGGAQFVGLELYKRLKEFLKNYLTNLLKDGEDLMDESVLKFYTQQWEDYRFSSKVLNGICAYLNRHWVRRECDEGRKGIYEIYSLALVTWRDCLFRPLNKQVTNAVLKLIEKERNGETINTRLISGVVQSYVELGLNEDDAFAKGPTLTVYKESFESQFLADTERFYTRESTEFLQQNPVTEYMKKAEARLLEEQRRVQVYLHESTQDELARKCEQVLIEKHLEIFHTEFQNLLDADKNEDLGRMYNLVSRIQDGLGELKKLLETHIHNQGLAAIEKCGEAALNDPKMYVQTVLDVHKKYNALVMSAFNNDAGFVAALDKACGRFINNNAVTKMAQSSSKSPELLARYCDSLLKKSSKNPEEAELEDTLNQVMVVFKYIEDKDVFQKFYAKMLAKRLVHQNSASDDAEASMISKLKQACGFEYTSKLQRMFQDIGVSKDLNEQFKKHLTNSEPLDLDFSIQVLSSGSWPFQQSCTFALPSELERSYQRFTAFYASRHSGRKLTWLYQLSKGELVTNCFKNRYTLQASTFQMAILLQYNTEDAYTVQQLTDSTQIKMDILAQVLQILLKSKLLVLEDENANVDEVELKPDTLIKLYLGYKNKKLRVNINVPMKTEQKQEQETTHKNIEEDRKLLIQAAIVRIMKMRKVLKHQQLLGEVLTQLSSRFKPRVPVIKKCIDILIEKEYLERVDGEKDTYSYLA
Starred values were filed as active, the others as inactive. A portion of the library (hit frequency here may not be typical).

SMILES	ROC1-CUL1 inh
COc1ccc(C(CC(=O)c2cccs2)SCc2ccco2)cc1 (configuration not stated)	-6.8
COc1cccc(N2C(=O)CSC23C(=O)N(Cc2ccccc2)c2ccccc23)c1 (configuration not stated)	1.2
O=C1NC(=S)S/C1=C\c1ccc(F)c(Br)c1	3.4
COC(=O)/C(C#N)=C\c1cn(C)nc1C	-4.7
CCc1ccc(CN(C(=O)c2ccc(OC)cc2)C2CCS(=O)(=O)C2)cc1 (configuration not stated)	1.7
COCCC1CCCCN1C(=O)Cn1nnnc1CN1CCCC1 (configuration not stated)	1.1
S=c1[nH]nc(-c2nc3ncccc3[nH]2)n1-c1ccccc1	4.1
CN(C)c1ccc(CNC(=O)c2ccc(Cn3c(SCc4ccccc4)nc4cccnc43)cc2)cc1	8.9
CN(C)c1cnn(CC(=O)NC(Cn2cccn2)c2ccccc2)c(=O)c1 (configuration not stated)	1.1
COc1ccc(OC)c(CC(=O)N2CCOc3ccc(CN(C)CCc4ccccn4)cc3C2)c1	5.8
Cc1ccc(-c2nnc(-c3ccccc3)nc2NCCCO)cc1	0.7
COc1ccc(CC(=O)Nc2ccc(S(=O)(=O)Nc3ccc(C)cc3C)cc2)cc1	-3.0
COc1cc(Cl)c(C)cc1NC(=O)Oc1ccccc1	-5.8
COc1ccccc1-c1cc(C(=O)Nc2cc(Cl)ccc2O)no1	-9.4
O=C1NN(c2cccc(Br)c2)C(=O)/C1=C\c1ccc(O)cc1	1.1
COc1ccc(C2=C(c3ccc(OC)cc3)C3(c4ccccc4)C(=O)C2(c2ccccc2)C2C(=O)N(c4ccc(OC)cc4)C(=O)C23)cc1 (configuration not stated)	0.6
Cc1ccccc1N1CCN(C2CCCN(Cc3cccc(OCCO)c3)C2)CC1 (configuration not stated)	3.3
COc1ccc(OC)c(C(=O)c2c(/C=C/N(C)C)oc3ccc(O)cc23)c1	7.6
CCOc1ccc(C2c3c(-c4cc(C)ccc4O)n[nH]c3C(=O)N2Cc2cccnc2)cc1OCC (configuration not stated)	9.3
CCOC(=O)C(Sc1nnc(CN2c3ccccc3Sc3ccccc32)o1)C(C)=O (configuration not stated)	-3.9
COc1ccc(C(=O)N2CCCCCC2=O)cc1	0.7
CCN1C(=O)S/C(=C/c2cn(CC(=O)O)c3ccccc23)C1=O	-3.2
Cc1cc(Br)ccc1-c1ccc(CNCCO)o1	4.6
CCOC(=O)C1C(=N)OC2=C(C(=O)CC(C)(C)C2)C1c1ccc(OC)cc1 (configuration not stated)	-5.3
O=C(CC1NCCNC1=O)Nc1ccc(F)c(Cl)c1 (configuration not stated)	20.6
COC(=O)CC1(CC/C=C/C=C/CN2C(=O)c3ccccc3C2=O)OCCO1	-1.8
CC(NC(=O)Cn1c(=O)oc2cc(S(=O)(=O)N3CCCCCC3)ccc21)c1ccccc1 (configuration not stated)	3.5
O=C(OCc1cccc(C(F)(F)F)c1)c1ccc(-c2nnn(Cc3ccc(F)cc3)n2)cc1	3.2
COc1ccc(C(=O)Oc2c(Cc3ccccc3)c(=O)oc3ccccc23)cc1	5.5
Cc1ccc(-c2c3c(=O)c4ccccc4c3nc3c2c(=O)c2ccccc23)cc1	6.5

A section from the list above, as a working copy:
SMILES	ROC1-CUL1 inh
COc1ccc(C(=O)Oc2c(Cc3ccccc3)c(=O)oc3ccccc23)cc1	5.5
Cc1ccc(-c2c3c(=O)c4ccccc4c3nc3c2c(=O)c2ccccc23)cc1	6.5

(next part)
SMILES	ROC1-CUL1 inh
O=[N+]([O-])c1ccc(C(CCc2nn[nH]n2)(CCc2nn[nH]n2)c2nn[nH]n2)cc1	-5.1
COC(=O)C1C(C)=Nc2nc(N)[nH]c(=O)c2C1c1cccc(Cl)c1 (configuration not stated)	1.2
CCc1noc(C)c1C(=O)N1CCN(S(=O)(=O)c2ccccc2)CC1	0.5
CCCc1cc(C(=O)NCCN2CCOCC2)cs1	0.1
CCOc1ccc(CNC(=O)c2cnc3sc(N4CCOCC4)nn3c2=O)cc1OC	0.9
CC(C)(C)OC(=O)c1cc2ccccc2oc1=O	-5.4
CCOc1ccc(NC(=O)CCc2c(C)nn(-c3ccc(N4CCCC4)nn3)c2C)cc1	6.0
COc1cc(C(C2C(=O)N=C3SCCN3C2=O)C2C(=O)N=C3SCCN3C2=O)cc(OC)c1OC (configuration not stated)	-10.4
CCOc1ccc(/C=C/c2nc(C#N)c(NC(C)CC)o2)cc1 (configuration not stated)	4.9
CCN(CC)C(=O)C1CCCN(C(=O)c2cc(COc3cccc(F)c3)[nH]n2)C1 (configuration not stated)	0.9
CC(=O)NNC(=S)NC(=O)c1ccc([N+](=O)[O-])cc1	0.9
Cc1nc(CN(C)C(=O)Nc2nc(-c3ccccc3)ns2)cs1	4.2
Cc1cc(C(=O)Nc2ccc3oc(-c4ccc(C(C)(C)C)cc4)nc3c2)ccc1[N+](=O)[O-]	4.0
CCCN(CCC)C(=O)C1C=Nc2ccc(S(=O)(=O)N(C)c3ccc(Cl)cc3)cc2C1=O (configuration not stated)	3.4
Cc1cc(=O)n(Cc2ccc(F)cc2Cl)c2c1c(C)nn2-c1ccccc1	7.6

Part of the list above in order of molar mass, descending.
SMILES	ROC1-CUL1 inh
CCCN(CCC)C(=O)C1C=Nc2ccc(S(=O)(=O)N(C)c3ccc(Cl)cc3)cc2C1=O (configuration not stated)	3.4
CCOc1ccc(NC(=O)CCc2c(C)nn(-c3ccc(N4CCCC4)nn3)c2C)cc1	6.0
CCN(CC)C(=O)C1CCCN(C(=O)c2cc(COc3cccc(F)c3)[nH]n2)C1 (configuration not stated)	0.9
Cc1cc(=O)n(Cc2ccc(F)cc2Cl)c2c1c(C)nn2-c1ccccc1	7.6
COC(=O)C1C(C)=Nc2nc(N)[nH]c(=O)c2C1c1cccc(Cl)c1 (configuration not stated)	1.2
CCOc1ccc(/C=C/c2nc(C#N)c(NC(C)CC)o2)cc1 (configuration not stated)	4.9
CC(C)(C)OC(=O)c1cc2ccccc2oc1=O	-5.4

More structures follow:
SMILES	ROC1-CUL1 inh
CCn1c2ccccc2c2cc(NS(=O)(=O)c3ccccc3)ccc21	11.4
CCCC(C)NC(=O)c1ccc(NS(C)(=O)=O)c(C)c1 (configuration not stated)	8.4
Cc1nc2c(c(C)nn2-c2ccccc2)c(C)c1CCC(=O)Nc1ccc(F)cc1	-5.4
C=C(C)COc1ccc(C(=O)NCC(C)C)cc1	-3.1
COc1ccccc1-c1cn2c(C(=O)NCc3nnc(C)o3)csc2n1	6.6
CCCCc1ccc(NC(=O)N2CCN(S(C)(=O)=O)CC2)cc1	0.8
CCN1C(=O)C(C(=O)Nc2ccc(C(=O)OC)cc2)C(=O)c2ccccc21 (configuration not stated)	-3.1
Cc1cccc(CN2CCCC(O)(CNCc3csc(C)n3)C2=O)c1 (configuration not stated)	-0.3
CCOC(=O)C1C(=O)Nc2cc(OC)ccc21 (configuration not stated)	2.4
Cn1c(C(=O)NCCc2ccccc2)cc2sc(Cl)cc21	-0.7
O=C1CCCCC1S(=O)(=O)c1ccccc1 (configuration not stated)	-3.6
COc1ccc(NC(=O)c2c(NCc3cccs3)sc3c2CCCC3)c(OC)c1	-5.6
O=C(c1cc2ccc3cccnc3c2[nH]1)N1CCN(c2cccc(C(F)(F)F)c2)CC1	5.5
CCc1cccc(CC)c1NC(=O)CSc1nc2sc3c(c2c(=O)n1C)CCCC3	-5.1
COc1ccccc1Nc1cc(C)nc2nc(-c3ccccc3)nn12	1.3

Gathered by group: those above with a nitro group on carbon (3)
SMILES	ROC1-CUL1 inh
O=[N+]([O-])c1ccc(C(CCc2nn[nH]n2)(CCc2nn[nH]n2)c2nn[nH]n2)cc1	-5.1
CC(=O)NNC(=S)NC(=O)c1ccc([N+](=O)[O-])cc1	0.9
Cc1cc(C(=O)Nc2ccc3oc(-c4ccc(C(C)(C)C)cc4)nc3c2)ccc1[N+](=O)[O-]	4.0

The results go on.
SMILES	ROC1-CUL1 inh
CCOc1cccc(C(NC(=O)CC(C)C)NC(=O)CC(C)C)c1	2.6
Cc1c(CC(=O)NCC(N)=O)c2c(n1CCc1ccccc1)CCCC2=O	9.2
CC(C)(C)C1CCc2c(sc(NC(=O)c3ccccc3F)c2C(=O)NCc2ccco2)C1 (configuration not stated)	-2.2
CN1C(=O)CC(=Nc2ccc(Cl)c(C(F)(F)F)c2)N(C)C1=O	11.1
CCCCCC(=O)NC(NC(=S)Nc1ccc(C(C)=O)cc1)C(Cl)(Cl)Cl (configuration not stated)	5.6
CCOc1ccccc1/C=C/c1onc(C)c1S(=O)(=O)N1CCC(C(=O)N(CC)CC)CC1	0.6
COc1ccc(OC)c(NC(=O)c2cn3c4c(ccc(Cl)c4c2=O)OC(C)C3)c1 (configuration not stated)	-9.8
O=C(CC(Nc1cccc(Cl)c1Cl)C(=O)O)c1ccccc1 (configuration not stated)	8.4
Cn1c(NCCCO)nc2c1c(=O)n(Cc1ccc(F)cc1)c(=O)n2C	-4.2
Cc1ccc(CNC(=O)Cn2ccn(-c3ccc(F)c(F)c3)c(=O)c2=O)cc1	1.2
CC(C)(C)C1CCc2c(sc(NC(=O)c3ccco3)c2C(=O)Nc2ccccc2Cl)C1 (configuration not stated)	-2.5
COc1ccc(C(C)N(C)C(=O)c2coc(COc3cccc(F)c3)n2)cc1 (configuration not stated)	-3.3
CCCN(CCC)C(=O)c1nn(C)c2c1CSc1ccc(C)cc1-2	-5.6
Cc1ccc(OCCn2c(CNc3ccccc3C)nc3ccccc32)cc1	-11.2
COc1cccc(C2C(C(=O)Nc3ccc(F)cc3)C(C)=Nc3nc(-c4ccccc4)nn32)c1 (configuration not stated)	-0.5
CC(=O)OCC1O[C@@H](SC2=N/C(=C\c3cccs3)C(=O)N2)C(OC(C)=O)C(OC(C)=O)C1OC(C)=O (some centres not stated)	-8.6
CCC(=O)Nc1ccc2c(c1)N(C(C)=O)c1ccccc1CC2	0.8
O=C(Cc1ccc(NC(=O)N2CCCCc3ccccc32)cc1)NCc1ccccc1	2.8
COc1ccccc1CNC(=O)CCCCn1c(=O)c2ccccc2n(Cc2c(C)cc(C)cc2C)c1=O	-2.2
CN(Cc1n[nH]c2c1CCCC2)C(=O)CC1(c2cccc(F)c2)CC(=O)N(Cc2cccnc2)C1=O (configuration not stated)	1.9
Cc1cc(F)ccc1NC(=O)CN(C)S(=O)(=O)c1ccc(C(=O)N2CCOCC2)s1	-6.1
Cc1ccc(-c2cn3cccnc3n2)cc1NC(=O)Nc1ccc(F)cc1	-11.8
COCCNS(=O)(=O)c1cc(Cl)c(Cl)cc1C	8.4
CCn1c(=N)n(CC(O)COc2ccccc2)c2ccccc21 (configuration not stated)	10.1
CCOC(=O)C1CCN(C2=NC(=O)/C(=C/c3cn(-c4ccccc4)nc3-c3cc4ccccc4o3)S2)CC1	-2.2
CCOC(=O)c1cnc2c(C)cc(Cl)cc2c1Nc1ccc(N2CCOCC2)cc1	-4.3
CC1CCCCN1c1nc(-c2ccc(C(C)(C)C)cc2)nc2ccccc12 (configuration not stated)	5.0
CCc1noc(C)c1C(=O)Nc1sc2c(c1C(=O)NC1CC1)CCCC2	-0.1
Cc1ccc2c(c1)cc1c(=O)n(CC(=O)N3CCCCC3)nc(C)n12	-2.3
N/C(=N\c1nc2c(c(=O)[nH]1)CCCC2)Nc1cccc(Cl)c1	2.3
O=C(C1CCCO1)N1CCc2[nH]nc(-c3ccc(C(F)(F)F)cc3)c2C1 (configuration not stated)	-3.0
COc1ccc(C2c3c(oc4cc(C)cc(C)c4c3=O)C(=O)N2Cc2ccco2)cc1OC (configuration not stated)	3.7
COc1ccc(C(=O)O)cc1COc1ccccc1Cl	-5.9
CCN1CCN(C(=O)C(C)Oc2cccc(Cl)c2Cl)CC1 (configuration not stated)	1.3
O=C(O)c1ccccc1/C=C/c1cccs1	0.3
Cc1nc(Cl)sc1C(=O)Oc1cccc(Cl)c1C	-4.4
N/C(CSc1ccc(Cl)cc1)=N/O	5.9
O=[N+]([O-])c1cccnc1Oc1cccnc1[N+](=O)[O-]	10.8
COc1ccccc1-c1cnc(C2CC(=O)N(C(C)C)C2)[nH]1 (configuration not stated)	3.0
Cc1noc(Cn2c(=O)c3cc4c(cc3n(CC(=O)Nc3ccccc3F)c2=O)OCO4)n1	-7.6
O=C(Cn1nnnc1CN1CCOCC1)NCc1ccccc1	1.9
COC(=O)c1cc2oc3ccccc3c2n1CC(=O)Nc1ccc(C)cc1C	2.9
O=[N+]([O-])c1cccc(CNc2ccc(Br)cc2)c1	9.0
CCOc1ccc(CNn2nnnc2N)cc1	-1.6
Nc1cccc2c(S(=O)(=O)NC3CCCCC3)cccc12	-8.5
O=C(NC1(C(F)(F)F)C(=O)N=C2C1C(=O)NC(=O)N2c1ccccc1F)c1ccncc1 (configuration not stated)	12.2
Cc1ccc(Cl)cc1NC(=O)c1sc2nc(-c3ccccc3)cc(-c3ccccc3)c2c1N	-11.3
O=C(O)C1C2CCC(O2)C1C(=O)Nc1ccc(O)cc1 (configuration not stated)	-13.5
O=C(Nc1ccc(F)cc1F)c1cc2ccc3cccnc3c2[nH]1	-2.0
Cc1ccc(N2C(=O)C(C=NCCc3c[nH]c4ccccc34)C(=O)NC2=S)cc1 (configuration not stated)	-10.3
Nc1c(C(=O)Nc2ccc(C(F)(F)F)cc2)sc2nc(-c3ccc(F)cc3)ccc12	-11.2
C=CCn1c(C)cn2c3c(=O)n(CCCC)c(=O)n(C)c3nc12	-14.2
COc1ccc(-c2cc3c(ccc4ccccc43)oc2=O)cc1OC	-0.5
CCOc1ccc(N(CC(=O)NCc2ccc(Cl)cc2)S(=O)(=O)c2c(C)noc2C)cc1	-5.7
O=C(CCCSCC(=O)Nc1ccccc1)NCc1cccnc1	1.2
CCOc1ccc2nc(C(C)O)[nH]c2c1 (configuration not stated)	3.0
O=C(Cc1cccc(F)c1F)N1CCCC(Cn2cc(CO)nn2)C1 (configuration not stated)	10.6
COC(=O)c1ccc(CSc2nnc(-c3ccccc3)n2N)cc1	-2.6
CC(C)(C)c1ccc(C2c3c(n[nH]c3C(C)(C)C)OC(=N)C2C#N)cc1 (configuration not stated)	2.1
CCCn1nnc(NC(=O)c2ccc(C(C)(C)C)cc2)n1	10.7
O=C(CSc1nnc(-c2cccnc2)o1)Nc1ccc(Cl)cn1	0.2
